From PubChem BioAssay
HSF-1 act = increases HSF-1 driven luciferase reporter signal; NIH3T3-HGL HSF-1 luciferase reporter, MG132, 8 h; 100% = twice DMSO control signal; activation, % at 9 µM; 1.7% of 300,000 active; AID 504408;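 active = mean replicate activation of at least 50% with a set share of replicates each reaching 50%; inconclusive = only one of those two conditions met; inactive = mean below 50% and too few replicates reaching it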;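 note: 0% = median of the neutral control wells and 100% = twice that signal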
HSF1 inh = HSF1 inhibition; NIH3T3-HGL HSE-luciferase, MG132-induced, luminescence 8 h; stronger effect = lower value; activity change, negative = inhibition, % at 7.5 µM (by protocol); 0.77% of 300,000 active; AID 2098;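 active = more than half of replicate wells show activity change below -50%, luminescence cut by over half; inconclusive = some wells, but at most half, below -50%; inactive = no replicate well below -50%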;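 note: luciferase reports HSF-1 transcriptional activity via heat shock element; 0% = median of DMSO wells and -100% = zero luminescence signal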
HDAC3 inhib = blocks human histone deacetylase 3; O15379; inhibition, % at 8.3 µM; 0.15% of 320,000 active; recombinant HDAC3, fluorogenic peptide/trypsin coupled, fluorescence; in the data active = inhibition above about 26%, passing the limit was not always enough; inconclusive = no clear call, values can overlap the other calls
Target sequence (O15379 whole entry, looked up): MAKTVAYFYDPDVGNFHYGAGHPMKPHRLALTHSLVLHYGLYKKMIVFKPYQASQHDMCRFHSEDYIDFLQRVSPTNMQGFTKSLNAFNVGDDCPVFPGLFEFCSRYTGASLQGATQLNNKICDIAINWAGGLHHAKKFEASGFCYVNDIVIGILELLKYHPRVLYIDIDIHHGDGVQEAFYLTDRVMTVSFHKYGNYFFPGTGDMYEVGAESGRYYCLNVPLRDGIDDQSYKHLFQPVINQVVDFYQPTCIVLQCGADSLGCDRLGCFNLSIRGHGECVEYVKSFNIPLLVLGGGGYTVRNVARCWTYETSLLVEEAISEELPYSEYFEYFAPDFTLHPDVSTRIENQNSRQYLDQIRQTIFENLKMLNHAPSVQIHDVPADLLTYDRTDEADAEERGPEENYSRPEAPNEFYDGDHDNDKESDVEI
Dyrk1A ADPGlo = inhibitors of rat Dyrk1A kinase; Q63470; ADP-Glo luminescence, NFATc1 peptide; inhibition, % at 12.5 µM; 0.43% of 310,000 active; AID 504441; in the data active = inhibition above about 50%;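 note: plate controls were vehicle with enzyme for no effect and no enzyme for full effect; many of its hits are not listed in these tables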
GSK3A inh = inhibitors of human GSK-3 alpha kinase; P49840; ADP-Glo luminescence, 60 min; inhibition, % at 10 µM; 0.1% of 320,000 active; AID 2650;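 in the data active = inhibition above about 50%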;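 note: GST-tagged GSK-3 alpha with peptide substrate and 25 µM ATP; 0% = DMSO neutral wells and 100% = GW8510 positive control wells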
Target sequence (P49840 whole entry, looked up): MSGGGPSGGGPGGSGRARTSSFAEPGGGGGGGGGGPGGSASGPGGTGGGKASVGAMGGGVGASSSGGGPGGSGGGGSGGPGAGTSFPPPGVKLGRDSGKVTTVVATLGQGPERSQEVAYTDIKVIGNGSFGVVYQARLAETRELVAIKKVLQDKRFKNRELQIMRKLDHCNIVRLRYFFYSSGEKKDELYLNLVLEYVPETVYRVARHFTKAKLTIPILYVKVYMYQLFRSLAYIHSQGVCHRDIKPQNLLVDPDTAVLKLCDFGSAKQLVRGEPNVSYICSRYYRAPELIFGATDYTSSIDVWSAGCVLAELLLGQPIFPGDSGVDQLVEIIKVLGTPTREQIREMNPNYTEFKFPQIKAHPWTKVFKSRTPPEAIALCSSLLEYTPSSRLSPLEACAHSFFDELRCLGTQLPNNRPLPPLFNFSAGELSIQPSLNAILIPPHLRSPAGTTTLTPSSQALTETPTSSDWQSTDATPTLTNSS
* marks the source's active call; other numbers are inactive results; ? = inconclusive; . = no result given. This is a subset, so the mix of outcomes need not match the whole.

1) COC(=O)C1=C(c2cccc(C#N)c2)C[C@@H]2CC[C@H]1N2C(=O)NCc1ccc(F)cc1
2) COC(=O)C1=C(c2ccc(Cl)c(C(F)(F)F)c2)C[C@@H]2CC[C@H]1N2C(=O)NCc1ccc2c(c1)OCO2
3) COc1ccc2[nH]c(C)c(CCNCc3cccnc3)c2c1
4) C#C[C@]1(O)CC[C@H]2[C@@H]3CCC4=Cc5nc6nc7ccccc7n6cc5C[C@]4(C)[C@H]3CC[C@@]21C
5) C=CCc1ccc(OC)cc1
6) COC(=O)C1=C(c2c(C)noc2C)C[C@@H]2CC[C@H]1N2C(=O)N1CCOCC1

| entry no. | 1 | 2 | 3 | 4 | 5 | 6 |
| --- | --- | --- | --- | --- | --- | --- |
| HSF-1 act | . | . | . | . | . | . |
| HSF1 inh | . | . | . | . | . | . |
| HDAC3 inhib | 4 | -6 | 10 | -2 | 6 | -3 |
| Dyrk1A ADPGlo | -2 | 44 | 2 | 9 | 5 | 1 |
| GSK3A inh | -2 | -2 | 3 | 0 | 0 | -2 |

7) O=C(CCCN1CCC(n2c(=O)[nH]c3ccccc32)CC1)c1ccc(F)cc1
8) CC1(O)CCN2C(=O)CCc3cccc1c32 (stereo unspecified)
9) NCCc1ccc(OCc2ccccc2)c(OCc2ccccc2)c1
10) COC(=O)C1=C(c2cccc(OCc3ccccc3)c2)C[C@@H]2CC[C@H]1N2C(=O)NCc1ccc(OC)cc1
11) COC(=O)C1=C(c2ccc(OC)c(OC)c2)C[C@@H]2CC[C@H]1N2C(=O)N1CCCCC1
12) COC(=O)C1=C(c2ccc(OCc3ccccc3)cc2)C[C@@H]2CC[C@H]1N2C(=O)NCc1cccc(OC)c1

| entry no. | 7 | 8 | 9 | 10 | 11 | 12 |
| --- | --- | --- | --- | --- | --- | --- |
| HSF-1 act | . | . | . | . | . | . |
| HSF1 inh | . | . | . | . | . | . |
| HDAC3 inhib | 16 | 7 | -1 | 0 | -4 | 8 |
| Dyrk1A ADPGlo | 3 | 2 | 4 | 3 | 7 | -3 |
| GSK3A inh | -2 | 18 | 3 | -2 | 0 | 0 |

13) COC(=O)C1=C(c2cccc(C#N)c2)C[C@@H]2CC[C@H]1N2C(=O)N1CCCC1
14) COc1ccc2[nH]c3c(c2c1)CCNC3
15) COC(=O)C1=C(c2ccc(-c3ccccc3)c(F)c2)C[C@@H]2CC[C@H]1N2C(=O)NCCO
16) CC(=O)O[C@H]1CC[C@@]2(C)C(=CC[C@@H]3[C@@H]2CC[C@]2(C)C(=O)CC[C@@H]32)C1
17) O=[N+]([O-])c1cc([As](=O)(O)O)ccc1O
18) O=c1cccc2n1CC1CNC[C@H]2C1

| entry no. | 13 | 14 | 15 | 16 | 17 | 18 |
| --- | --- | --- | --- | --- | --- | --- |
| HSF-1 act | . | . | . | . | . | . |
| HSF1 inh | . | . | . | . | . | . |
| HDAC3 inhib | -2 | 1 | 5 | 8 | -11 | -1 |
| Dyrk1A ADPGlo | -18 | -1 | 1 | -10 | 9 | 6 |
| GSK3A inh | -3 | 1 | 1 | -1 | -7 | -1 |

19) COC(=O)C1=C(c2ccc(F)cc2F)C[C@@H]2CC[C@H]1N2C(=O)N1CCC(O)(c2ccc(Cl)cc2)CC1
20) COC(=O)C1=C(c2ccc(F)cc2F)C[C@@H]2CC[C@H]1N2C(=O)N1CCOCC1
21) COC(=O)C1=C(c2ccc(F)cc2F)C[C@@H]2CC[C@H]1N2C(=O)NC1CC1
22) C[C@@H]1O[C@@H](O[C@@H]2C=C3CCC4C(CC[C@]5(C)[C@@H](c6ccc(=O)oc6)CC[C@]45O)[C@@]3(C)CC2)[C@H](O)[C@H](O)[C@H]1O (stereo partly specified)
23) C[C@]12CC[C@@H](O)CC1=CCC1C2CC[C@@]2(C)C1C[C@@H](F)[C@@H]2O (stereo partly specified)
24) CCCCc1ccc(C(=O)O)nc1

| entry no. | 19 | 20 | 21 | 22 | 23 | 24 |
| --- | --- | --- | --- | --- | --- | --- |
| HSF-1 act | . | . | . | . | . | . |
| HSF1 inh | . | . | . | . | . | . |
| HDAC3 inhib | 11 | -8 | -10 | -9 | 1 | 3 |
| Dyrk1A ADPGlo | 7 | 4 | 4 | 6 | -2 | 7 |
| GSK3A inh | -2 | -1 | -4 | -2 | -4 | 0 |

Record cards, as listed above.
O=C(CCCN1CCC(n2c(=O)[nH]c3ccccc32)CC1)c1ccc(F)cc1 across the screens: HSF-1 act = .; HSF1 inh = .; HDAC3 inhib = 16; Dyrk1A ADPGlo = 3; GSK3A inh = -2
COC(=O)C1=C(c2ccc(OCc3ccccc3)cc2)C[C@@H]2CC[C@H]1N2C(=O)NCc1cccc(OC)c1 across the screens: HSF-1 act = .; HSF1 inh = .; HDAC3 inhib = 8; Dyrk1A ADPGlo = -3; GSK3A inh = 0

New compounds follow:
25) CCCNC(=O)N1[C@H]2CC[C@@H]1C(C(=O)OC)=C(c1ccc(-c3ccccc3)c(F)c1)C2
26) C=C1[C@H]2CC[C@H]3[C@]4(C)C[C@H](O[C@H]5O[C@H](CO)[C@@H](OS(=O)(=O)O)[C@H](OS(=O)(=O)O)[C@H]5OC(=O)CC(C)C)C[C@@H](C(=O)O)[C@H]4CC[C@]3(C2)[C@H]1O
27) COC(=O)C1=C(c2ccc(-c3ccccc3)c(F)c2)C[C@@H]2CC[C@H]1N2C(=O)NC1CCCCC1
28) CN(C(=O)Cc1ccc(Cl)c(Cl)c1)C(CN1CCCC1)c1cccc(OCC(=O)O)c1 (stereo unspecified)
29) COC(=O)C1=C(c2ccc(F)cc2OCc2ccccc2)C[C@@H]2CC[C@H]1N2C(=O)NCc1ccc(F)cc1
30) COC(=O)C1=C(c2c(C)noc2C)C[C@@H]2CC[C@H]1N2C(=O)N1CCC(O)CC1

| entry no. | 25 | 26 | 27 | 28 | 29 | 30 |
| --- | --- | --- | --- | --- | --- | --- |
| HSF-1 act | . | . | . | . | . | . |
| HSF1 inh | . | . | . | . | . | . |
| HDAC3 inhib | -5 | -1 | 1 | -1 | 0 | -8 |
| Dyrk1A ADPGlo | 6 | 5 | 0 | 1 | 6 | 4 |
| GSK3A inh | -2 | -4 | 0 | -1 | 1 | -2 |

31) CC1=NN=C(c2ccc(N)cc2)c2cc3c(cc2C1)OCO3
32) COC(=O)C1=C(c2cccc3c2S(=O)(=O)c2ccccc2-3)C[C@@H]2CC[C@H]1N2C(=O)N1CCc2cc(OC)c(OC)cc2C1
33) COC(=O)C1=C(c2cccc(OCc3ccccc3)c2)C[C@@H]2CC[C@H]1N2C(=O)NCc1ccc(C(F)(F)F)cc1
34) COC(=O)C1=C(c2cccc(C#N)c2)C[C@@H]2CC[C@H]1N2C(=O)NC(C)C
35) COC(=O)C1=C(c2cccc(OCc3ccccc3)c2)C[C@@H]2CC[C@H]1N2C(=O)NCc1ccccc1C(F)(F)F
36) Cn1cc(C(=O)OCC(=O)N2CCCC2)c2ccccc21

| entry no. | 31 | 32 | 33 | 34 | 35 | 36 |
| --- | --- | --- | --- | --- | --- | --- |
| HSF-1 act | . | . | . | . | . | . |
| HSF1 inh | . | . | . | . | . | . |
| HDAC3 inhib | 5 | 2 | ? | 8 | -4 | -4 |
| Dyrk1A ADPGlo | 0 | 1 | -3 | 48 | 8 | 3 |
| GSK3A inh | -1 | -1 | -4 | -1 | -2 | -4 |

37) COC(=O)C1=C(c2ccc(OC(F)(F)F)cc2)C[C@@H]2CC[C@H]1N2C(=O)N1CCC(C)CC1
38) COC(=O)C1=C(c2c(C)noc2C)C[C@@H]2CC[C@H]1N2C(=O)N1CCC(C)CC1
39) C[C@]12CC[C@H](O)C[C@H]1CC[C@@H]1[C@@H]2C[C@@H](O)[C@]2(C)[C@@H](C3=CC(=O)OC3)CC[C@]12O
40) COC(=O)C1=C(c2ccc(C(C)=O)cc2)C[C@@H]2CC[C@H]1N2C(=O)N1CCC(O)(c2ccc(Cl)cc2)CC1
41) C[N+]1(C)C2CC(OC(=O)C(CO)c3ccccc3)CC1C1OC12 (stereo unspecified)
42) Cc1sc2ccccc2c1CC1=NCCN1

| entry no. | 37 | 38 | 39 | 40 | 41 | 42 |
| --- | --- | --- | --- | --- | --- | --- |
| HSF-1 act | . | . | . | . | . | . |
| HSF1 inh | . | . | . | . | . | . |
| HDAC3 inhib | 10 | ? | -2 | -2 | -1 | -8 |
| Dyrk1A ADPGlo | 45 | 2 | 10 | 0 | 1 | 16 |
| GSK3A inh | 0 | -2 | -2 | -1 | -5 | -4 |

43) COC(=O)C1=C(c2ccc(Cl)c(C(F)(F)F)c2)C[C@@H]2CC[C@H]1N2C(=O)NCCOc1ccc(OC)cc1
44) CC1(C)CC[C@]2(C)CC[C@]3(C)C4C[C@@H]5OO[C@@]6(O5)C(CCCC6(C)C)[C@]4(C)CC[C@@]3(C)C2C1 (stereo partly specified)
45) C[C@@H]1O[C@@H](O[C@H]2C[C@@H](O)[C@]3(CO)[C@@H]4C(CC[C@]3(O)C2)[C@@]2(O)CC[C@H](C3COC(=O)C3)[C@@]2(C)C[C@H]4O)[C@H](O)[C@H](O)[C@H]1O (stereo partly specified)
46) O=C(NCNC(=O)NC1C(=O)NC(=O)N1CO)NC1C(=O)NC(=O)N1CO (stereo unspecified)
47) CC1([N+](=O)[O-])COP(=O)(Nc2cccc(F)c2)OC1 (stereo unspecified)
48) CSc1ccccc1NP1(=O)OCC(C)([N+](=O)[O-])CO1 (stereo unspecified)
49) CC1(C(=O)O)CC12c1ccccc1-c1ccccc12 (stereo unspecified)
50) CC1=C(C)CC2(C(=O)NC(=S)NC2=O)C(C)C1 (stereo unspecified)

| entry no. | 43 | 44 | 45 | 46 | 47 | 48 | 49 | 50 |
| --- | --- | --- | --- | --- | --- | --- | --- | --- |
| HSF-1 act | . | . | . | . | -11 | -4 | 2 | 0 |
| HSF1 inh | . | . | . | . | -11 | -4 | 2 | 0 |
| HDAC3 inhib | -2 | 6 | 1 | 4 | . | . | . | . |
| Dyrk1A ADPGlo | 57* | -8 | 5 | 10 | 12 | 0 | -2 | 2 |
| GSK3A inh | -2 | -3 | -2 | -4 | . | . | . | . |

Reformatted with two lines to a compound: entries from further up
Every second line gives: HSF-1 act | HSF1 inh | HDAC3 inhib | Dyrk1A ADPGlo | GSK3A inh
38. COC(=O)C1=C(c2c(C)noc2C)C[C@@H]2CC[C@H]1N2C(=O)N1CCC(C)CC1
 : . | . | ? | 2 | -2
39. C[C@]12CC[C@H](O)C[C@H]1CC[C@@H]1[C@@H]2C[C@@H](O)[C@]2(C)[C@@H](C3=CC(=O)OC3)CC[C@]12O
 : . | . | -2 | 10 | -2
40. COC(=O)C1=C(c2ccc(C(C)=O)cc2)C[C@@H]2CC[C@H]1N2C(=O)N1CCC(O)(c2ccc(Cl)cc2)CC1
 : . | . | -2 | 0 | -1
41. C[N+]1(C)C2CC(OC(=O)C(CO)c3ccccc3)CC1C1OC12 (stereo unspecified)
 : . | . | -1 | 1 | -5
42. Cc1sc2ccccc2c1CC1=NCCN1
 : . | . | -8 | 16 | -4
43. COC(=O)C1=C(c2ccc(Cl)c(C(F)(F)F)c2)C[C@@H]2CC[C@H]1N2C(=O)NCCOc1ccc(OC)cc1
 : . | . | -2 | 57* | -2
44. CC1(C)CC[C@]2(C)CC[C@]3(C)C4C[C@@H]5OO[C@@]6(O5)C(CCCC6(C)C)[C@]4(C)CC[C@@]3(C)C2C1 (stereo partly specified)
 : . | . | 6 | -8 | -3
45. C[C@@H]1O[C@@H](O[C@H]2C[C@@H](O)[C@]3(CO)[C@@H]4C(CC[C@]3(O)C2)[C@@]2(O)CC[C@H](C3COC(=O)C3)[C@@]2(C)C[C@H]4O)[C@H](O)[C@H](O)[C@H]1O (stereo partly specified)
 : . | . | 1 | 5 | -2
46. O=C(NCNC(=O)NC1C(=O)NC(=O)N1CO)NC1C(=O)NC(=O)N1CO (stereo unspecified)
 : . | . | 4 | 10 | -4
47. CC1([N+](=O)[O-])COP(=O)(Nc2cccc(F)c2)OC1 (stereo unspecified)
 : -11 | -11 | . | 12 | .
48. CSc1ccccc1NP1(=O)OCC(C)([N+](=O)[O-])CO1 (stereo unspecified)
 : -4 | -4 | . | 0 | .
49. CC1(C(=O)O)CC12c1ccccc1-c1ccccc12 (stereo unspecified)
 : 2 | 2 | . | -2 | .
50. CC1=C(C)CC2(C(=O)NC(=S)NC2=O)C(C)C1 (stereo unspecified)
 : 0 | 0 | . | 2 | .
